Screening data: PubChem BioAssay, several laboratories
NOD2 inhibition: NOD2 signaling inhibitors, cell-based, luminescence, uHTS, HEK293 (AID 1566); HEK293 NOD2/NF-kB luciferase reporter, luminescence; higher % means a stronger effect; inhibition, % at 4 µM, or EC50 in µM where a hit was titrated; 0.63% of 290,000 active; in the data active = inhibition above about 50%; note: many of its hits are not listed in these tables
Dynein cargo inh: dynein cargo transport inhibition. 3617.4 mouse cells, GR-EGFP nuclear translocation imaging; test concentration mostly 20 µM; stimulated with dexamethasone, 1 µM; hits give low values. z-score, hits read low. 0.47% of 220,000 active. AID 1381;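 active = plate z-score of nuclear minus cytoplasmic receptor signal below a set negative limit, without overly bright fluorescence or cell loss, cut at about -3.5 in these data, passing the limit was not always enough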;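 note: z-score of nuclear minus cytoplasmic ring GR-EGFP intensity difference per well; some compounds called inactive have numbers as strong as hits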
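Buffer or medium: tet-free medium with charcoal-stripped serum / Also added: dexamethasone agonist, 1.0 µM final, for 30 min / Timing: induction 48 h, compound 1 h, agonist 30 min / Measured by: high-content fluorescence imaging after fixation / Read-out: nuclear-to-cytoplasmic GR-EGFP distribution per well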
WT yeast gro inh: growth inhibition of WT yeast, mitochondrial fusion screen. 2.1% of 190,000 active. mitochondrial fusion phenotypic screen, WT strain. inhibition, % at 10 µM. AID 1362; in the data active = inhibition above about 58%; tested in S. cerevisiae
Lipid droplet: modulators of hepatic lipid droplet formation. AML12 mouse hepatocytes, oleate lipid droplets, BODIPY imaging. inhibition, % at 6.5 µM. 0.4% of 240,000 active;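 active = lipid droplet intensity inhibited by at least 50%, with more than 500 cells counted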
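Assay system: AML12 hepatocytes (mouse) / Also added: 100 µM oleic acid challenge / Times: overnight treatment with compound plus oleate / Detection: high-content imaging of BODIPY-stained droplets and DAPI nuclei / Evaluation: % inhibition of lipid droplet signal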
Yfh1-off respiration: enhancers of respiration in Yfh1-depleted yeast, dose response, Friedreich's ataxia, plus single-dose screen (AID 1465). one-dose fold induction at 50 µM; EC50 in µM for titrated hits. S. cerevisiae Yfh1-off respiration, WST-1 reduction, 72 h; higher fold induction means a stronger effect. 0.074% of 220,000 active;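 active = fold induction of absorbance versus untreated yeast above a set limit, then at least 30% activation at any dose in follow-up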;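 note: activators that raise dye reduction in frataxin-depleted yeast; strong numbers were not always called active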
Autophagy HCS: autophagy modulation, high-content screen; 0.98% of 190,000 active; MEF GFP-LC3 puncta imaging; test concentration mostly 10 µM; calls only at 10 µM (by protocol);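 active = percentage of spot-positive cells more than 3 SD above its plate mean, without a fluorescence outlier flag or 80% toxicity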;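 note: spot-positive cell cutoff set from DMSO-treated cells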
Insulin prom up: MIN6 insulin promoter up-regulation; z-score at 5 µM; MIN6 insulin promoter-GFP reporter, high-content imaging; hits give high values; 0.3% of 190,000 active;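 active = z-score above 3 at 5 µM with at least 500 cells counted in the well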
b-catenin transl: modulators of beta-catenin nuclear translocation; HeLa beta-catenin nuclear translocation, immunofluorescence imaging; AID 1665; nuclear translocation activity, % at 5 µM; 0.3% of 190,000 active;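 active = nuclear translocation activity above 50% at 5 µM, with a well cell count of 50 or more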;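 note: per-cell ratio of nuclear to cytoplasmic median beta-catenin stain intensity; plate controls were DMSO negative control for no effect and GSK-3 inhibitor IX positive control for full effect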
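System: HeLa cells, endogenous beta-catenin; compound dosing: 5 µM primary single dose, 0.1% DMSO, 0.02–20 µM confirmation series; incubation: 24 h compound exposure at 37°C, 5% CO2; signal: beta-catenin immunofluorescence imaging with DAPI; evaluation: % activation, nuclear-to-cytoplasmic median beta-catenin signal ratio per cell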
MT stabilize HCS: microtubule stabilization, imaging screen; HeLa tubulin immunostaining HCS, 24 h; share of cells brighter than vehicle mean+2SD; % tubulin-high responders, % at 10 µM; 0.83% of 200,000 active; AID 2205;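 active = plate Z-score above 3 for both tubulin-high and condensed-nucleus cell shares, with cell loss under 80%, at 10 µM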;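 note: anti alpha tubulin signal scored within the nucleus-defined area of each cell; some results filed as inactive read as strong as hits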
WT yeast gro inh mutant strain: further read-out of WT yeast gro inh, marked with its call; inhibition, %; mitochondrial fusion phenotypic screen, mutant strain inhibition
Dynein cargo inh cytoplasmic EGFP: further read-out of Dynein cargo inh, marked with its call; z-score; measured here: cytoplasmic GR-EGFP intensity; hits give high values
Dynein cargo inh nuclear GR-EGFP: further read-out of Dynein cargo inh, marked with its call; z-score; measured here: nuclear GR-EGFP intensity;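 lower value marks the stronger effect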
Dynein cargo inh cell count: also measured in Dynein cargo inh; calls as there; z-score; measured here: cell count per field
Insulin prom up cell count: also measured in Insulin prom up; calls as there; cell count; measured here: cytotoxicity, nuclei count;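 total cells summed across four imaged fields per well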
Lipid droplet cells 6.5 µM: second read-out of Lipid droplet, no call of its own (marks repeat the call); cell count; measured here: cell count, cytotoxicity flag;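 cells counted across two imaged fields per well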
b-catenin transl cell count 5 µM: second read-out of b-catenin transl, no call of its own (marks repeat the call); cell count; measured here: cell count, cytotoxicity flag
MT stabilize HCS Hoechst-high %: recorded beside MT stabilize HCS, whose call it bears; % Hoechst-high responders; measured here: nuclear condensation Hoechst responders;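 share of cells brighter than vehicle mean plus two SD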
MT stabilize HCS cytotoxicity %: also measured in MT stabilize HCS; calls as there; toxicity, %; measured here: cytotoxicity by cell density;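 0% = mean cell density of plate MIN control wells and 100% = no cells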
Autophagy HCS cell loss 18 h: second read-out of Autophagy HCS, no call of its own (marks repeat the call); toxicity, %; measured here: cell loss, nuclei count;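 cell loss after 18 h compound exposure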
* marks the source's active call; other numbers are inactive results; i = inactive; · = not tested or not shown. A portion of the library (hit frequency here may not be typical).

SMILES	NOD2 inhibition	Dynein cargo inh	Dynein cargo inh cytoplasmic EGFP	Dynein cargo inh nuclear GR-EGFP	Dynein cargo inh cell count	WT yeast gro inh	WT yeast gro inh mutant strain	Lipid droplet	Lipid droplet cells 6.5 µM	Yfh1-off respiration	Autophagy HCS	Autophagy HCS cell loss 18 h	Insulin prom up	Insulin prom up cell count	b-catenin transl	b-catenin transl cell count 5 µM	MT stabilize HCS	MT stabilize HCS Hoechst-high %	MT stabilize HCS cytotoxicity %
Cc1cc(NC(=O)CNC(=O)C2CCCCC2)no1	-4%	2.9	-0.14	1.5	-1.6	-8	-8	·	·	i	i	0	0.52	962	-1.6	1189	3.0	2.0	5.2
CCc1ccccc1N1C(=O)C2C3CC(=O)C(c4ccccc43)C2C1=O (stereo not drawn)	11%	1.1	-0.2	0.76	-0.58	5	3	-9	658	i	i	-35	-0.25	1383	0.6	1544	2.2	2.1	12
CCCN1CCN(CCCNC(=S)Nc2ccc3nc(N4CCN(CC)CC4)cc(C)c3c2)CC1	-6%	1.2	-0.32	0.7	-0.64	15	10	18	654	i	i	4	0.6	1293	-2.1	1097	2.7	2.5	7.8
COc1ccc(CNC(=O)/C=C/C(=O)O)cc1	-17%	0.81	-0.23	0.28	-0.62	·	·	11	693	i	·	·	·	·	-2.3	1198	·	·	·
COc1ccc(Nc2nc(N)nc(CSc3nnc(C)s3)n2)cc1	-28%	1.5	-0.25	0.76	0.87	1	-5	1	724	i	i	14	0.08	1188	-1.5	1165	2.6	1.5	4.1
C=CCOc1c(Br)cc(C2NC(=O)NC(C)=C2C(C)=O)cc1OCC (stereo not drawn)	29%	-0.73	-0.2	-0.96	0.61	4	1	·	·	i	i	-5	·	·	·	·	2.0	1.4	5.3
Cc1sc2nc3ccc(N4CCCC4)nn3c(=O)c2c1C	-26%	0.92	0.98	1.1	-1.2	-4	-7	3	696	·	i	30	-0.51	1274	0.9	1092	1.2	0.6	1.0
CSc1ccc(/C=C/C(=O)NC(=O)c2ccccc2O)cc1	-79%	0.88	-0.16	0.45	-0.83	42	32	18	686	i	i	11	-0.46	1407	-0.3	1504	1.5	2.4	9.3
COc1cccc(CN2CCN(C(=O)c3cccc4ccccc34)CC2)c1OC	4%	-0.22	0.24	0.046	0.055	-1	-4	-4	658	i	i	-3	-0.15	914	-2.4	1148	5.4	1.9	6.0
O=C(NCc1cccnc1)Nc1ccc(F)cc1F	-18%	-0.31	-0.26	-0.34	0.73	-3	5	-6	762	i	i	-11	0.58	1249	-3.4	1226	4.1	1.4	5.7
O=C(CN(C(=O)c1cccc([N+](=O)[O-])c1)C1CCCCC1)Nc1ccc(Cl)c([N+](=O)[O-])c1	-2%	-0.47	-0.31	-0.7	0.42	1	-6	-6	633	i	i	-2	-2	755	-5.7	582	2.8	3.3	10
CC(C(=O)Nc1ccc2c(c1)OCO2)c1ccc([N+](=O)[O-])cc1 (stereo not drawn)	-31%	-0.72	-0.23	-0.32	0.14	1	0	-7	662	i	i	-19	-0.17	1584	-1.9	868	2.1	1.0	6.5
CCOC(=O)c1c(NC(=O)CSc2nnc(C)c(=O)[nH]2)sc2c1CCC2	18%	0.041	-0.35	0.49	-0.52	1	-5	-16	750	i	i	15	1.3	1199	·	·	6.2	3.7	0.7
CCSC(=S)c1c(C)[nH]n(-c2ccccc2)c1=O	12%	0.19	-0.033	-0.067	0.36	·	·	1	752	i	·	·	0.01	1440	-3.1	1008	·	·	·
O=C(CSc1nc2ccccc2c(=O)n1-c1ccccc1)N1CCc2ccccc2C1	28%	-1.1	-0.0011	0.11	0.051	34	-16	-36	500	i	i	-10	·	·	1.4	954	3.7	2.6	5.7
CC(C)NC(=O)COc1ccc2c(c1)C(=O)CC(C)(C)O2	13%	-0.86	-0.1	0.3	-0.47	19	7	18	753	i	i	1	0.02	1199	-3.8	1132	2.2	2.5	7.5
CNC(=O)c1nc(C)n(-c2cc(Cl)ccc2Cl)n1	13%	0.31	-0.22	0.48	0.7	-17	-6	·	·	i	i	-19	-0.39	1326	0.9	1380	2.5	1.2	2.2
CC(=NCCc1c(C)[nH]c2ccc(OCc3ccccc3)cc12)C1=C(O)CC(c2ccccc2)CC1=O (stereo not drawn)	14%	-0.83	-0.2	-0.8	0.58	9	-8	0	690	i	i	-8	0.68	1358	-0.7	1116	2.1	3.6	5.2
COc1ccc(C2(C(=O)NC(C)C)CCCC2)cc1OC	-1%	-0.16	-0.25	0.14	1.7	-9	-6	1	791	i	i	4	1	1283	-0.9	735	3.0	1.3	7.8
O=C(c1ccccc1Oc1ccc(C(F)(F)F)cc1[N+](=O)[O-])N1CCOCC1	6%	0.25	-0.26	0.24	-0.41	1	2	-5	672	i	i	-7	0.74	1313	-4.9	564	3.3	2.8	2.5
O=C(CN1C(=O)C(=O)c2ccccc21)NCCc1ccccc1	0%	1.2	0.13	1.5	-1.4	3	-2	11	712	i	i	-6	0.42	1070	1.2	1066	1.1	2.3	6.8
O=C(COC(=O)Cc1ccccc1F)Nc1cccc(F)c1	11%	-0.54	-0.26	-0.13	0.6	4	8	-5	667	i	i	0	·	·	-0.1	1063	4.7	1.8	8.1
Cc1[nH]c2ccccc2c1C(=O)C(=O)NCC1CCCO1 (stereo not drawn)	6%	0.26	-0.084	0.07	-0.2	4	9	6	707	i	i	6	-0.54	1353	-2.3	1141	4.3	1.8	12
CCOc1ccccc1C1N(c2ccc(OC)cc2)C(=O)C2CCCN21 (stereo not drawn)	12%	-0.29	-0.16	-0.099	-0.25	13	10	·	·	i	i	21	0.45	941	·	·	6.3	1.5	3.1
CCC1=NN2C(=N)/C(=C\c3cccn3-c3cccc(Cl)c3)C(=O)N=C2S1	4%	-0.14	-0.2	-0.023	0.12	62*	17*	6	703	i	i	4	-0.25	1182	-1.0	1087	2.4	2.0	9.3
The list goes on.
SMILES	NOD2 inhibition	Dynein cargo inh	Dynein cargo inh cytoplasmic EGFP	Dynein cargo inh nuclear GR-EGFP	Dynein cargo inh cell count	WT yeast gro inh	WT yeast gro inh mutant strain	Lipid droplet	Lipid droplet cells 6.5 µM	Yfh1-off respiration	Autophagy HCS	Autophagy HCS cell loss 18 h	Insulin prom up	Insulin prom up cell count	b-catenin transl	b-catenin transl cell count 5 µM	MT stabilize HCS	MT stabilize HCS Hoechst-high %	MT stabilize HCS cytotoxicity %
Cc1onc(-c2ccccc2)c1C(=O)NC(CC(=O)O)c1ccc(OC(C)C)cc1 (stereo not drawn)	4%	-0.74	-0.18	-0.38	0.67	3	-8	·	·	·	i	7	·	·	·	·	1.1	1.1	4.7
COc1cccc(CN=C2Nc3ccccc3CS2)c1	-83%	0.45	-0.12	-0.097	0.6	0	-20	·	·	i	i	11	0.42	1305	-1.6	1130	3.8	3.3	9.7
O=C(O)CCCC(=O)N1CCc2cc(S(=O)(=O)NCc3ccccc3)ccc21	-2%	-0.28	-0.28	-0.26	-0.23	-3	-17	13	657	i	i	3	0.33	1190	0.7	1008	7.0	1.9	2.5
Cc1ccc(S(=O)(=O)N2CCN(C(C)C)CC2)cc1	14%	-0.41	-0.14	-0.035	0.56	-6	-7	2	709	i	i	12	0.1	1413	0.8	1463	3.0	1.9	6.3
CCOc1ccc(N2C(=O)CC(N3CCN(C4CCc5ccccc5C4)CC3)C2=O)cc1 (stereo not drawn)	-11%	-0.4	-0.28	0.12	0.79	1	4	·	·	i	i	18	0.51	1138	-0.5	910	2.2	1.7	19
O=C(CCCNS(=O)(=O)c1cccc2nsnc12)NCc1ccccc1	4%	0.48	-0.37	0.36	0.27	3	1	·	·	i	i	-36	0.2	1309	5.0	1327	6.0	3.2	14
CCOc1ccc(C2NC(=O)NC(C)=C2[N+](=O)[O-])cc1OC (stereo not drawn)	10%	0.33	-0.14	0.6	-0.31	·	·	-7	751	i	·	·	-0.13	1099	-0.4	1344	·	·	·
CN(C)c1nnnn1Cc1ccccc1	10%	-0.059	-0.27	6.2e-05	0.36	-13	-3	2	730	·	i	-2	-0.64	1421	-3.3	1115	2.0	1.6	7.5
CC1CCN(c2c(NCC3CCC(C(=O)NCCCc4ccccc4)CC3)c(=O)c2=O)CC1 (stereo not drawn)	15%	0.1	-0.39	-0.22	-0.46	·	·	3	635	i	·	·	-0.17	1080	-1.4	1355	·	·	·
Cn1ncc(Cl)c1C(=O)Nc1cc(C(F)(F)F)ccc1F	9%	-0.086	-0.21	0.3	0.62	-5	-7	16	757	i	i	0	·	·	1.0	1100	3.1	2.6	7.7
CSc1nc(NCC(C)C)nc(N2CCOCC2)n1	13%	-0.1	-0.28	0.023	0.46	-46	9	5	702	i	i	-2	-0.89	1325	-0.4	1097	2.9	2.1	9.2
COC(=O)c1ccc(NC(=O)COC(=O)c2cccc3c(=O)c(C)c(-c4ccccc4)oc23)cc1	17%	0.28	-0.12	0.046	0.35	-13	13	-6	528	i	i	4	0.35	1511	-2.5	1182	3.3	3.8	11
